# p47phox inh: p47phox (human) inhibition. P14598. p47phox/p22phox peptide binding, fluorescence polarization, 2 h. inhibition, % at 24.7 µM. 220,000 tested, 0.53% active. AID 1274;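 active = inhibition above about 30%, limit read from the data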;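 note: 0% = p47phox with labelled peptide and 100% = labelled peptide alone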
# Target sequence (P14598 whole entry, looked up): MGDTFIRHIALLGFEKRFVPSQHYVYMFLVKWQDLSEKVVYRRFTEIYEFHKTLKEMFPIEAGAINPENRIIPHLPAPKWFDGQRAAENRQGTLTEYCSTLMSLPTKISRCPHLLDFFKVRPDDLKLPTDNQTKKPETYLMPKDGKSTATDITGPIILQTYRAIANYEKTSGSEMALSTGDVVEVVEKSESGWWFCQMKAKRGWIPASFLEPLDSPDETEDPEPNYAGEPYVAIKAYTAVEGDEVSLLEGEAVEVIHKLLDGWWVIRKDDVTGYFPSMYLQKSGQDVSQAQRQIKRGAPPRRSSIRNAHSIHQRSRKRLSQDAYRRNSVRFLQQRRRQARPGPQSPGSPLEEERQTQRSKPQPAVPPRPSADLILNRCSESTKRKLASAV
# Runt-CBFb FRET: Runt domain-CBFb interaction inhibition; 220,000 tested, 0.46% active; Cerulean-Runt/Venus-CBFb FRET ratio 530/480, 1 h; inhibition, % at 20 µM; AID 1496; Q01196+Q13951;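 active = inhibition over about 50% at 20 µM in the single-dose screen, limit read from the data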;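 note: 0% = DMSO wells and 100% = excess unlabeled CBFb competitor control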
#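 Schedule: protein complex preformed 1 h, compound exposure 1 h, room temperature, dark; test system: Cerulean-labeled Runt domain protein; amount: 100 nM per protein; buffer or medium: Tris 50 mM pH 7.5, KCl, K2SO4, 0.01% BSA; read-out: loss of energy transfer signal; detection: FRET fluorescence; controls: 5 µM unlabeled CBFb as full-inhibition high control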
# Tb hexokinase: blocks Trypanosoma brucei hexokinase 1 activity | AID 1430 | inhibition, % at 10 µM | 220,000 tested, 0.11% active | recombinant TbHK1, G6PDH-coupled NADH A340;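 active = inhibition of 50% or more in the single-dose primary screen; inactive = inhibition below 50%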
# Calpain2 inh: calpain II (pig) inhibition; purified calpain II, fluorogenic peptide substrate, 30 min; 220,000 tested, 0.37% active; inhibition, % at 16 µM; AID 1236;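 active = inhibition above about 50%, limit read from the data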
# RBBP9 inh: blocks human serine hydrolase RBBP9. inhibition, % at 7.94 µM. O75884. recombinant RBBP9, FP-Rh probe fluorescence polarization. 220,000 tested, 0.2% active;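 active = inhibition above the campaign mean of all tested compounds plus 3 SD, cut at about 14% in these data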;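 note: plate controls were DMSO wells with RBBP9 for no effect and wells lacking RBBP9 protein for full effect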
# Target sequence (O75884 whole entry, looked up): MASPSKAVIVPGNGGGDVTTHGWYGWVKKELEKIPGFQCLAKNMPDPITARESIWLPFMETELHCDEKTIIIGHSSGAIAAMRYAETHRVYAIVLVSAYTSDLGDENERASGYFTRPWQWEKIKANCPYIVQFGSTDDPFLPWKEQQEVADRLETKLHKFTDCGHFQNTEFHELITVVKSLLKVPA
#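 Measured by – fluorescence polarization · Test system – RBBP9 protein · Input – 2.5 µM RBBP9 dispensing solution, before mixing · Measure – percent inhibition from mP, scaled between DMSO and no-protein wells · Benchmarks – DMSO-treated enzyme wells and wells lacking RBBP9 · Times – preincubation 30 min plus labeling 45 min at 25 °C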
# Furin inhibitor: blocks human furin protease activity; 220,000 tested, 0.061% active; inhibition, % at 30 µM; purified furin, fluorogenic substrate cleavage; AID 463115; in the data active = inhibition above about 25%; note: inactives centre near -15
# p97 ATPase inh: inhibitors of human p97 ATPase; recombinant p97 ATPase, Kinase-Glo ATP luminescence, 3 h; inhibition, % at 8 µM; 220,000 tested, 0.42% active; in the data active = inhibition above about 15%;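 note: 0% = DMSO vehicle and 100% = wells lacking enzyme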
# EBV gp42 inh: blocks Epstein-Barr virus glycoprotein 42 binding | inhibition, % (tested at 21.74 µM) | 220,000 tested, 0.42% active | Fluorescence polarization binding assay, mP read-out | Q1HVG2; in the data active = inhibition above about 50%
# Target sequence (Q1HVG2 whole entry, looked up): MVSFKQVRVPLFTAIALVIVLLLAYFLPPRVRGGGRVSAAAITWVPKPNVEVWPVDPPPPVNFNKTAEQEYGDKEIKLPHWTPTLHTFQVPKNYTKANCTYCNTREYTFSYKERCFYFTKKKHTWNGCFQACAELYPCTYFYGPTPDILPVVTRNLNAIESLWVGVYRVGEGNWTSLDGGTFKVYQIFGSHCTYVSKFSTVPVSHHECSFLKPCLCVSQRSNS
# Runt-SMMHC FRET: inhibitors of human RUNX1 Runt domain binding to CBFb-SMMHC. AID 1434. Q01196+Q13951. 220,000 tested, 0.74% active. Cerulean-Runt/Venus-CBFb-SMMHC FRET ratio 530/480, 1 h. inhibition, % at 20 µM;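 active = mean inhibition across duplicate retests at 20 µM reaching about 50%, limit read from the data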;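 note: 0% = DMSO wells and 100% = wells with excess untagged CBFb-SMMHC; inhibitors lower the FRET ratio by blocking Runt binding to CBFb-SMMHC; some results filed as inactive read as strong as hits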
# Starred values were filed as active, the others as inactive; [ ] = another dose, or the depositor's remark.
SMILES,p47phox inh,Runt-CBFb FRET,Tb hexokinase,Calpain2 inh,RBBP9 inh,Furin inhibitor,p97 ATPase inh,EBV gp42 inh,Runt-SMMHC FRET
O=C(c1ccc(S(=O)(=O)N2CCCCCC2)cc1)N(c1ccccn1)C1CCCCC1,2,-2,-1,33,7,-19,0,-7,0
O=C(Nc1cccc(S(=O)(=O)N2CCOCC2)c1)c1cc2ccccc2o1,-11,0,-6,-12,-1,-29,4,-13,2
Cc1ccc(C2=NN(CCC(=O)NCCC(C)C)C(=O)CC2)cc1,-19,-3,31,18,-4,-3,-5,-7,1
CC(C)CC(=O)O/N=C1\C(=O)N(Cc2ccc(Cl)cc2)c2ccc([N+](=O)[O-])cc21,-10,1,-9,-15,24*,-18,-1,-14,0
O=C(Nc1n[nH]c(C2CCCCC2)n1)C1CCCCC1,-2,-2,0,-23,3,15[20 µM],6,3,6
CCCCN(CC)CCNC(=O)c1cc2c(=O)[nH]c3ccccc3c2n1C,-4,0,-8,-60,0,-24,3,-11,1
Cc1ccc(C)c(S(=O)(=O)N2CCN(CC(=O)NC(=O)NCc3ccccc3)CC2)c1,5,-3,-3,22,3,-10,0,-8,-10
O=C(CSc1ncn[nH]1)Nc1ncc(C(F)(F)F)cc1Cl,3,-1,-5,-1,-8,-21,0,-7,3
CC1CCC(C(C)C)C(OCC(O)CN2CCN(Cc3ccccc3)CC2)C1 (centres undefined),-15,-5,-2,-14,-8,-23[20 µM],-4,-11,-4
COc1cc(/C=C/C(=O)O)cc(S(=O)(=O)N(C)CCO)c1OC,-3,-1,-1,-10,-8,-13[20 µM],-5,-23,135
COC(=O)c1ccc(-c2ccc(Cl)cc2)nc1C,-1,-6,-1,10,-8,-8,-1,13,-2
CC(=O)N1N=C(c2cccc([N+](=O)[O-])c2)OC1(C)CC(=O)Nc1ccccc1 (centres undefined),-11,2,-6,24,-2,-16,0,-23,3
O=C1CC(Cc2ccccc2)C(=O)N1CCc1ccc2c(c1)OCO2 (centres undefined),-13,0,-5,8,-5,-19[20 µM],1,-6,-4
Cc1cc(C)c2cc(CN(CCO)C(=O)Nc3ccc(Cl)cc3)c(=O)[nH]c2c1,-1,-2,-5,-21,-5,-14,1,-1,-2
COc1ccc(C2CC(c3ccccc3C)n3nc(N)nc3N2)cc1 (centres undefined),-1,0,-5,6,-6,-16,-3,-7,0
Cc1c(C(=O)NCc2cccnc2)oc2ccc(S(=O)(=O)N3CCCC(C)C3)cc12 (centres undefined),0,-6,-10,-5,-10,-20,0,1,1
COC(=O)c1ccc(/C=N/Nc2nc(C)c(C)s2)cc1,2,-29,-29,16,0,5,3,-12,-52
CCN(CC)S(=O)(=O)c1ccc(Oc2cccc(C(C)=O)c2)nc1,-5,-2,-3,-9,-8,-22,-3,-19,1
COc1ccccc1N1CCN(C(=O)c2cc(-c3ccc(Cl)cc3)on2)CC1,-11,-1,-1,12,0,-12,8,-11,0
COC(=O)CCC(=O)N(CCN(C(=O)CCC(=O)OC)c1ccccc1)c1ccccc1,-6,0,-2,3,-10,-24,-2,-2,2
Cc1c(C(=O)Nc2nc3ccccc3[nH]2)cccc1[N+](=O)[O-],-15,0,-7,26,-3,-20,-1,-12,1
NS(=O)(=O)c1ccc(CCn2c(=S)[nH]c3ccc(F)cc3c2=O)cc1,3,1,-7,-16,-10,-8,0,-4,3
CCCS(=O)(=O)N1CCCC(C(=O)NCCc2ccc(OC)c(OC)c2)C1 (centres undefined),-4,0,-5,3,-6,-12[20 µM],2,-12,1
CS(=O)(=O)N(CC(=O)NCc1ccccc1)C1CCCCC1,-10,-2,-1,-17,5,-12[20 µM],-3,-3,2
CN1CC2=Cc3ccccc3OC23Oc2ccccc2C=C3C1,11,-2,2,-56,-1,-28,9,2,-4
CCOc1ccc(CC(=O)Nc2sc(Cc3ccccc3)c(C)c2C(N)=O)cc1OCC,-38,2,-7,-78,-6,-7,3,-20,2
Cc1nnc(SCCCCSc2nnc(C)c(=O)[nH]2)[nH]c1=O,-3,0,-6,-30,-6,-26,3,-8,-4
COc1ccc(N2CCN(/C(=N\S(=O)(=O)c3ccccc3)Nc3nc(C)cc(C)n3)CC2)cc1,-18,1,1,-39,-5,-16[20 µM],-1,-19,0
Cc1cc2oc3c(c(=O)c2cc1C)C(c1ccc(C(C)C)cc1)N(CCCN1CCOCC1)C3=O (centres undefined),-10,-2,-11,-54,-1,-15,5,-12,-8
C=CCNC(=O)c1onc(CSc2ccc(F)cc2)c1C(=O)O,-3,0,-1,-39,4,-28[20 µM],2,-10,2
CCN1CNC(=S)N(C(C)c2ccccc2)C1 (centres undefined),-6,-1,6,-5,-4,-10,2,-4,-2
O=C(O)C1CCCN1C(=O)OCC1c2ccccc2-c2ccccc21 (centres undefined),-13,-2,-13,27,2,-9,11,-2,-4
COc1ccc(N(Cc2cc3cc(OC)ccc3[nH]c2=O)C(=O)C2CCCO2)cc1 (centres undefined),-12,2,-22,-159,1,-13,4,-5,0
O=C(CN1C(=O)NC2(CCc3ccccc3C2)C1=O)Nc1ccc(Cl)cc1F (centres undefined),-14,-1,1,12,-8,-10,1,-23,2
COc1ccccc1N1CCN(Cc2ccc(OC)c3ccccc23)CC1,-7,-1,3,19,-4,-22[20 µM],-1,-16,3
CC(C)(C)NC(=O)C(c1ccco1)N(Cc1ccc2c(c1)OCO2)C(=O)Cn1nnc2ccccc21 (centres undefined),7,0,37,-12,-8,4,-9,4,1
CONC(=O)C1CCN(C(=O)OCc2ccccc2)CC1,-17,2,3,-7,-5,-13[20 µM],-3,-7,3
O=C(CNc1ccc(Br)cc1)c1ccc(O)cc1,1,-1,-27,10,-10,-4,-3,0,0
COc1cc(CN(C(=S)NCC(=O)NC2CCCC2)C2CCCC2)cc(OC)c1OC,0,1,-8,1,-5,-6,-6,13,0
CSc1nc(C)cc(Oc2ccc(OCC(N)=O)nn2)n1,-3,0,-4,-14,-6,-10,1,-13,-1
COc1ccc(/C=N/NC(=O)c2ccc3nc[nH]c3c2)c(OC)c1OC,9,1,-51,11,-10,-14,11,-20,-6
CCOc1ccc(NCc2nnc(SCc3ccccc3Cl)n2-c2ccccc2)cc1,-7,-2,2,5,0,-7[20 µM],-4,-10,2
CCOC(=O)C1CCN(C(=O)COC(=O)c2ccc3c(c2)C(=O)N(c2ccc(OCC)cc2)C3=O)CC1,13,24,-14,11,-10,-10,2,-24,-7
COC(=O)c1nn(-c2ccc(OC)cc2)c(=O)cc1Sc1ccc(C)cc1,8,2,-4,32,-2,-28,-2,7,0
CCC(=O)N1CCN(c2nc(-c3ccc(Cl)cc3)cs2)CC1,-22,0,3,-6,-3,-8[20 µM],-4,-13,0
Cc1ccc(C(=O)NNC(=O)Cc2csc(-c3csc(C)n3)n2)cc1,-14,0,2,-14,-11,-12,9,-8,2
CCc1ccc(C(C(=O)NC2CCCC2)N(C(=O)/C=C/C(=O)Nc2cc(C)on2)c2ccccc2C)cc1 (centres undefined),-4,-3,26,-36,2,-18,3,-10,-1
O=C(Oc1cc(=O)oc2c1c(=O)n1c3c(cccc23)CC1)c1ccc(F)cc1,-43,0,-12,-23,-4,-28,3,-6,-6
Cc1ccc(S(=O)(=O)NC2(C(=O)O)CCCCC2)cc1,22,-2,-2,-2,3,-9[20 µM],-1,-22,-2
CCN(CC)C(=O)c1cn(C)c(=O)c2cc(OC)c(OC)cc12,-4,0,-10,-51,2,-13,4,-3,2

# Record cards (already shown).
# Shown for CCOc1ccc(NCc2nnc(SCc3ccccc3Cl)n2-c2ccccc2)cc1 = p47phox inh = -7; Runt-CBFb FRET = -2; Tb hexokinase = 2; Calpain2 inh = 5; RBBP9 inh = 0; Furin inhibitor = -7[20 µM]; p97 ATPase inh = -4; EBV gp42 inh = -10; Runt-SMMHC FRET = 2
# Shown for Cc1ccc(C(=O)NNC(=O)Cc2csc(-c3csc(C)n3)n2)cc1 = p47phox inh = -14; Runt-CBFb FRET = 0; Tb hexokinase = 2; Calpain2 inh = -14; RBBP9 inh = -11; Furin inhibitor = -12; p97 ATPase inh = 9; EBV gp42 inh = -8; Runt-SMMHC FRET = 2

# In the list so far, these contain two or more sulfur atoms.
SMILES,p47phox inh,Runt-CBFb FRET,Tb hexokinase,Calpain2 inh,RBBP9 inh,Furin inhibitor,p97 ATPase inh,EBV gp42 inh,Runt-SMMHC FRET
NS(=O)(=O)c1ccc(CCn2c(=S)[nH]c3ccc(F)cc3c2=O)cc1,3,1,-7,-16,-10,-8,0,-4,3
Cc1nnc(SCCCCSc2nnc(C)c(=O)[nH]2)[nH]c1=O,-3,0,-6,-30,-6,-26,3,-8,-4
Cc1ccc(C(=O)NNC(=O)Cc2csc(-c3csc(C)n3)n2)cc1,-14,0,2,-14,-11,-12,9,-8,2

# The results go on:
SMILES,p47phox inh,Runt-CBFb FRET,Tb hexokinase,Calpain2 inh,RBBP9 inh,Furin inhibitor,p97 ATPase inh,EBV gp42 inh,Runt-SMMHC FRET
C[N+]1=C(/C=C/Nc2ccccc2Cl)C(C)(C)c2ccccc21,-135,-1,-28,-8,-15,6,3,-49,8
O=C1c2ccccc2NC(c2ccc(O)cc2)N1/N=C/c1ccc(O)cc1 (centres undefined),-2,0,-51,-71,-5,-1,3,-21,1
CCOC(=O)C1=C(C)NC(=O)C(C(N)=O)C12CCCCC2 (centres undefined),-5,0,5,-24,2,-17,8,-15,2
O=C(Nc1ccccc1C(=O)O)c1ncn[nH]1,10,1,8,-9,-5,-26,4,5,2
CC12CC(c3ccccc3O1)C(C(=O)NCc1ccccc1)C(=O)N2 (centres undefined),2,12,-1,-15,6,-27,6,-5,4
C=CCn1c(CSCc2ccc(C)cc2)nnc1SCC(=O)NCc1ccccc1,-21,-6,2,-13,5,-20[20 µM],-2,-15,1
COc1cccc(NC(=O)c2ccc3snnc3c2)c1,-12,0,-7,-5,-6,-7[20 µM],-3,-17,-1
Cc1ccc(/C=C/c2ccc(=O)n(Cc3ccccc3Cl)n2)cc1,7,-9,-9,-3,0,-16[20 µM],1,9,-6
O=C(c1ccco1)N1CCN(c2c([N+](=O)[O-])nn(-c3cccc(Cl)c3)[n+]2[O-])CC1,0,0,-3,0,5,-18,0,-9,-6
COc1cc(NC(=O)COc2ccccc2)c(OC)cc1NC(C)=O,-7,0,-4,10,0,-23,1,-5,-2
O=C(CCCc1c[nH]c2ccccc12)N1CCCCCC1,-7,-1,4,5,2,-14,3,-4,1
O=c1cc(C(F)(F)F)[nH]c2ccccc12,-7,0,-22,-11,-8,-10,8,-9,4
CC1CCCN(Cc2nc3c(c(=O)n(C)c(=O)n3C)n2Cc2c(F)cccc2Cl)C1 (centres undefined),4,-5,-3,-1,-3,-29,0,9,-1
CCC(=O)N(NC1=NS(=O)(=O)c2ccccc21)S(=O)(=O)c1ccc(C)cc1,5,1,1,12,-10,-4,-2,-8,-4
COc1ccc(-c2nc3ccccc3c(=O)n2N)cc1,-7,-1,0,5,-3,-22,1,-10,3
COc1cc(S(=O)(=O)Nc2ccc(C(=O)NCC(=O)O)cc2)ccc1NC(C)=O,-2,9,6,-17,-1,-13,7,-12,-4
C/C(=N\Nc1nc(-c2ccccc2)cs1)c1cccs1,-11,21,8,-8,-5,-6,4,-8,7
Cc1cccc(NC(=S)NCCCN2CCOCC2)c1,-20,-1,-5,-6,-5,-32,0,-20,-3
Cc1ccc(N2C(=O)N(C(C)C)C(C)(C)CC2(C)O)cc1 (centres undefined),0,-2,-1,16,-4,-15,9,-12,-5
COc1ccc(N2C(=O)CN=C2Nc2nc(C)cc(C)n2)cc1,-16,1,2,-13,3,-9[20 µM],6,-15,3
N#C/C(=C\c1ccc(F)cc1)c1nc(-c2ccco2)cs1,-37,-11,-7,-6,-4,-25,4,-14,-35

# Compound activity as filed in PubChem BioAssay.
